Kir21 inh: inhibitors of mouse Kir2.1 inward-rectifier potassium channel | AID 1672, 2009 | HEK293-Kir2.1, FluxOR thallium flux fluorescence; hits give low values | actives 0.85% (n = 310,000) | B-score at 10 µM;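 active = fluorescence ratio B-score at or below minus 3 SD of library scores, with starting-brightness B-score within 2 SD, cut at about -4.2 in these data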;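 also: channel flux triggered by added potassium and thallium sulfate stimulus; B-score of peak minus minimum fluorescence over baseline after thallium stimulus; more negative B-score means stronger Kir2.1 block with less thallium influx; some compounds called inactive have numbers as strong as hits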
KCNQ2 block: KCNQ2 potassium channel inhibitors, primary screen, cell-based, CHO-K1, FluxOR thallium flux, B-score (AID 2156). Potassium voltage-gated channel subfamily KQT member 2 (Rattus norvegicus), O88943. 20 min; hits give low values. B-score at 10 µM. actives 1.1% (n = 310,000);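 active = fluorescence ratio B-score at most minus 3 library SDs, with starting brightness B-score within 2 library SDs, cut at about -5.5 in these data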
Target sequence (O88943 whole entry, looked up): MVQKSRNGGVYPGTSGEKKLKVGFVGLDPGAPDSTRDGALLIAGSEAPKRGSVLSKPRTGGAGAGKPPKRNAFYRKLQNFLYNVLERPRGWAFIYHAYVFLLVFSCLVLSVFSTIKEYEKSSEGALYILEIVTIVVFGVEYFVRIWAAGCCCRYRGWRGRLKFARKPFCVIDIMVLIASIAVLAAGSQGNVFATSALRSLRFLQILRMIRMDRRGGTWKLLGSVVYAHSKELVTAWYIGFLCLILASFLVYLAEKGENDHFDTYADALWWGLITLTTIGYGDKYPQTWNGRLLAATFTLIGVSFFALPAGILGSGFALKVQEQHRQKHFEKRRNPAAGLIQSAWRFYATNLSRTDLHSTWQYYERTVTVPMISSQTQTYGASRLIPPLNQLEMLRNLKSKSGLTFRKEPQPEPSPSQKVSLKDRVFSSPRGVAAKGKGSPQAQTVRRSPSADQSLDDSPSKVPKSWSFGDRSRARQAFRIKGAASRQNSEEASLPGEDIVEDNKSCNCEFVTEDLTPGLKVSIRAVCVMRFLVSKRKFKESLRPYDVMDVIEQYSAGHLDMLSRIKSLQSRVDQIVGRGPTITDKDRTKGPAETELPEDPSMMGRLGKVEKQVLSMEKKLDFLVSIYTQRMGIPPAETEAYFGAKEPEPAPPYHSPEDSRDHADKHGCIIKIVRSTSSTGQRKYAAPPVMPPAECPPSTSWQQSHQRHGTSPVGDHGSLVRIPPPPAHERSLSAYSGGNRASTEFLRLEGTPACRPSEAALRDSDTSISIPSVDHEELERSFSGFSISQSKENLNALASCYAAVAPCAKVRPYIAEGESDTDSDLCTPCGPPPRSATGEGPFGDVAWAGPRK
Active calls of the source: *; i = inactive. Rows are unselected; any-hit rate near 1.8%.

SMILES | Kir21 inh | KCNQ2 block
COc1cccc(=O)c2c(C)n(-c3cc(C)cc(C)c3)c(C)c12 | 0 | i
Cn1c(=O)oc2cc(S(=O)(=O)N3CCCC(C(=O)NC4CCCc5ccccc54)C3)ccc21 (stereo not drawn) | 0.26 | i
CCN1C(=O)C(Cc2nc3ccccc3c(=O)n2C)c2ccccc21 (stereo not drawn) | 0.27 | i
CCN(Cc1ccccc1)S(=O)(=O)c1ccc(F)cc1 | -4.1 | i
Cc1cc(S(=O)(=O)NCc2ccccc2)ccc1OCC(=O)NCc1ccccn1 | -0.98 | i
CCN=C1S/C(=C\c2ccc(O)c(OCC)c2)C(=O)N1CC | -5.7* | i
CCOc1ccc(S(=O)(=O)N2CCN(Cc3ccco3)CC2)cc1 | -2 | i
O=C(O)CCCc1nc(-c2ccc(Cl)cc2)no1 | -0.37 | i
CC(C)CN(CC(C)C)S(=O)(=O)N1CCC(C(=O)NCc2cccnc2)CC1 | 1.4 | i
NS(=O)(=O)OCC(Cc1ccccc1)N1C(=O)c2ccccc2C1=O (stereo not drawn) | -0.44 | i
COc1ccc2[nH]c(=O)c(CN(C3CCCCC3)C(c3nnnn3Cc3ccco3)C(C)C)cc2c1 (stereo not drawn) | -3 | i
O=S1(=O)CC2SC(=S)N(Cc3ccccc3)C2C1 (stereo not drawn) | 0.68 | i
CCOc1cccc(C(=O)Nc2ccc(NC(=O)c3ccccc3)c(C)c2)c1 | -3 | i
CC(=O)NCc1nc2ccccc2n1Cc1ccccc1F | 2.2 | i
Cc1c(C)n(CCCN(C)C)c2ncnc(Nc3ccc(F)cc3)c12 | -4.2 | i

Reprinted at random: 4 compounds from above
SMILES | Kir21 inh | KCNQ2 block
CCN=C1S/C(=C\c2ccc(O)c(OCC)c2)C(=O)N1CC | -5.7* | i
CCN1C(=O)C(Cc2nc3ccccc3c(=O)n2C)c2ccccc21 (stereo not drawn) | 0.27 | i
COc1ccc2[nH]c(=O)c(CN(C3CCCCC3)C(c3nnnn3Cc3ccco3)C(C)C)cc2c1 (stereo not drawn) | -3 | i
Cc1c(C)n(CCCN(C)C)c2ncnc(Nc3ccc(F)cc3)c12 | -4.2 | i

One compound at a time, from the list above:
Cn1c(=O)oc2cc(S(=O)(=O)N3CCCC(C(=O)NC4CCCc5ccccc54)C3)ccc21 (stereo not drawn) as listed: Kir21 inh = 0.26; KCNQ2 block = i
COc1cccc(=O)c2c(C)n(-c3cc(C)cc(C)c3)c(C)c12 as listed: Kir21 inh = 0; KCNQ2 block = i

Following part.
SMILES | Kir21 inh | KCNQ2 block
O=C(CCCC(=O)N(c1cccc(F)c1)C(C(=O)NC1CCCC1)c1ccc(O)cc1)Nc1ccccn1 (stereo not drawn) | -1.6 | i
O=C(CO/N=C/c1c(Cl)cccc1Cl)NNC(=O)c1cccc(Cl)c1 | 0.57 | i
CC(Sc1nc2c(c(=O)[nH]1)CCCC2)C(=O)Nc1ccc(Br)cn1 (stereo not drawn) | 1.1 | i
CCc1nc2ccccc2[nH]c1=O | -0.86 | i
Fc1cccc(Cl)c1CNCc1ccccc1Cl | -0.78 | i
COc1ccc(N2CCN(C(=O)C3COc4ccccc4O3)CC2)cc1 (stereo not drawn) | -0.05 | i
CCc1nnc(SCC(=O)Nc2ccccc2Cl)nc1CC | -0.04 | i
CCc1c(C)c(C#N)c2[nH]c3ccccc3n2c1=S | -0.45 | i
O=C(Nc1ccccc1-c1nc2ccccc2[nH]1)c1sc2ccccc2c1Cl | 0.17 | i
COc1ccc(O)c(C(=O)c2cc(C(=O)NCCc3ccccc3)c(=O)n(CCc3ccccc3)c2)c1 | -0.02 | i
CCSc1nnc(-c2ccc(S(=O)(=O)N3CCOCC3)cc2)n1CC1CCCO1 (stereo not drawn) | 0.77 | i
COc1cccc(CCc2nnc(CCC(=O)NC(C)Cc3cccs3)o2)c1 (stereo not drawn) | -0.29 | i
O=C(CC(=O)N/N=C/c1c(Cl)cccc1Cl)NCc1cccnc1 | 2.1 | i
CCC(CNC(=O)c1c(C)nn(-c2ccccc2)c1Cl)c1ccccc1 (stereo not drawn) | 0.87 | i
Cc1ccc(NC(=S)NC2CC3CCC(C2)N3Cc2ccco2)cc1C (stereo not drawn) | -1.2 | i

A few values from the list.
For Kir21 inh, Cc1ccc(NC(=S)NC2CC3CCC(C2)N3Cc2ccco2)cc1C (stereo not drawn) shows -1.2
For Kir21 inh, CCc1c(C)c(C#N)c2[nH]c3ccccc3n2c1=S shows -0.45
For Kir21 inh, CCC(CNC(=O)c1c(C)nn(-c2ccccc2)c1Cl)c1ccccc1 (stereo not drawn) shows 0.87
For Kir21 inh, CCSc1nnc(-c2ccc(S(=O)(=O)N3CCOCC3)cc2)n1CC1CCCO1 (stereo not drawn) shows 0.77
For Kir21 inh, O=C(CC(=O)N/N=C/c1c(Cl)cccc1Cl)NCc1cccnc1 shows 2.1

(cont.)
SMILES | Kir21 inh | KCNQ2 block
COc1ccc(C2(CNC(=O)C(=O)Nc3ccc(C)cc3)CCOCC2)cc1 | 0.03 | i
COc1ccccc1C(=O)COC(=O)c1nc(Cl)ccc1Cl | 0.25 | i
O=C(NCCCN1CCOCC1)c1ccccc1N1C(=O)[C@@H]2Cc3c([nH]c4ccccc34)C(c3ccc(F)cc3)N2C1=O (stereo partly drawn) | -1.8 | -7.1*
COc1ccc(S(=O)(=O)Nc2ccc3c(c2)OCO3)cc1C(=O)O | -0.41 | i
Cc1nnc(SCc2cc([N+](=O)[O-])cc3c2OCOC3)[nH]c1=O | 0.04 | i
COc1cccc(/C=C/c2ccncc2)c1OC | -0.07 | i
Cc1ccn2c(=O)nc(SCC(=O)c3ccccc3)nc2c1 | 0.83 | i
COc1ccc(NC(=O)c2cc(-c3cc(C)ccc3O)n[nH]2)cc1Cl | 1.9 | i
COc1ccc(C2N(c3ccc(OC)cc3)C(=O)C3CCCN32)cc1 (stereo not drawn) | 1.9 | i
COc1ccc(C(=O)N(CC2CCCO2)C(C(=O)NCCC(C)C)c2ccc(C)cc2)cc1OC (stereo not drawn) | -1.4 | i
O=C(NCCCN1CCCC1)c1ccc(CS(=O)(=O)c2ccc(Br)cc2)o1 | -0.97 | i
COc1ccc(S(=O)(=O)N2CCOCC2)cc1C(=O)NC1CCCCC1 | 1 | i
COc1cccc(N2CC(NC(=O)C(=O)c3c(C)[nH]c4ccccc34)CC2=O)c1 (stereo not drawn) | -1.2 | i
CCCOc1cccc(-c2nc3ccccc3c(=O)o2)c1 | 2.2 | i
CCCc1cc(=O)oc2c(CN3CCN(C)CC3)c(O)c(Cl)cc12 | 0.37 | i
Cc1ccc(NC(=O)CCC(=O)NNC(=O)COc2cccc3ccccc23)c(C)c1 | -2.3 | i
CCOc1ccc(Nc2nc(N3CCOCC3)nc(N3CCOCC3)n2)cc1 | 1.7 | i
O=C1Nc2ccccc2C12OCCO2 | 0.72 | i
CC(=O)COc1ncnc2c(Cl)cc(Cl)cc12 | 1.3 | i
CCOC(=O)c1ccc(COC(=O)CNS(=O)(=O)c2ccccc2)cc1 | 0.06 | i
O=C(CSc1cnc2ccccc2n1)NC1CCCC1 | -0.63 | i
CCN(C(=O)COC(=O)/C=C/c1c(C)nn(Cc2ccc(C)cc2)c1C)C1CCS(=O)(=O)C1 (stereo not drawn) | 0.14 | i
CC(=O)N1CCN(c2ccc(NC(=O)c3ccc(Cl)cc3)cc2)CC1 | -0.93 | i
COc1ccccc1CN1CCNC(=O)C1CC(=O)NCCOc1cccnc1 (stereo not drawn) | -0.13 | i
Cc1cccc(C)c1NC(=O)COC(=O)c1nonc1N | 0.06 | i
CCCC(C)C(=O)Nc1nc(C)c(-c2csc(Nc3cc(Cl)ccc3C)n2)s1 (stereo not drawn) | -0.02 | i
C=C(C)CN1C(=O)C2(OCCO2)c2ccccc21 | -1.1 | i
CCN1CCN(CC(=O)Nc2c(C(=O)OC)[nH]c3cccc(Cl)c23)CC1 | -0.16 | i
COc1cccc(CNn2cnnc2)c1O | 0.04 | -5.6*
CCN(CCCNC(=O)CCCCn1c(=O)[nH]c2ccccc2c1=O)c1ccccc1 | 0.05 | i
COc1ccc(C(=O)NCCSCc2ccccc2Cl)cc1OC | -0.07 | i
CC(=O)OCC1CCCC2=C(C)C(=O)CCC21COC(C)=O (stereo not drawn) | 0.04 | i
N#CC1=C(N)Oc2c(ccc3cccnc23)C1c1ccccc1 (stereo not drawn) | -0.47 | i
CCCn1c(SCc2ccccn2)nc2c1c(=O)n(C)c(=O)n2C | 1.7 | i
CC(C)CN(C(=O)c1ccc(S(=O)(=O)N2CCOCC2)cc1)C1CCS(=O)(=O)C1 (stereo not drawn) | 0.93 | i
CC(=O)CSc1nnc(CSc2ncccn2)n1C1CCCCC1 | 0.73 | i
O=C(COC(=O)CCCOc1ccccc1)NNC(=O)c1ccc([N+](=O)[O-])cc1 | 1.1 | i
CCOC(=O)C1=C(O)/C(=C\c2cccc(OC)c2)N=C1C | 1.4 | i
CCOC(=O)C1=C(COC(=O)C(CC)Oc2ccccc2)NC(=O)NC1C (stereo not drawn) | -2.6 | i
CCCn1nnc2c(=O)oc3ccccc3c21 | -1.1 | i
O=C(NCCCn1ccnc1)c1ccccc1Br | -0.32 | i
O=C(CN1CCN(c2nc(-c3ccccc3)cs2)CC1)Nc1ccc2c(c1)OCO2 | 1.1 | i
Cc1ccc(S(=O)(=O)N2CCCC2C(=O)N2CCCCCC2)cc1 (stereo not drawn) | -0.13 | i
O=C(/C=C/c1cccc(Br)c1)NCc1ccncc1 | -0.01 | i
Cc1cccc(C(=O)OC2CCCN(C)C2)c1C (stereo not drawn) | -0.41 | i
Cc1cccc(NC(=O)C(=O)NCCCc2ccccc2)c1 | -1.1 | i
Cc1ccc(OCCSc2nc(N)cc(N)n2)cc1 | 0.05 | i
C=CCN1CC(c2nc3ccccc3n2CCOc2ccccc2)CC1=O (stereo not drawn) | -0.87 | i
Cc1ccc(/C=N/NC(=O)CCSc2ccccc2)cc1 | 1.9 | i
CCS(=O)(=O)Nc1cccc(C2=NN(S(=O)(=O)c3ccccc3)C(c3ccco3)C2)c1 (stereo not drawn) | 1.3 | i
CC(=O)Nc1cc2nn(-c3ccccc3)nc2cc1C | -0.89 | i
C=CCN(C(=O)c1csnn1)C(C(=O)NCc1ccccc1)c1cccs1 (stereo not drawn) | 2.1 | i
Cc1nn(Cc2ccc(C(=O)n3cccn3)o2)c(C)c1Br | 0.7 | i
COc1ccc(C2CC(C(F)(F)F)n3nc(CO)c(Cl)c3N2)cc1OC (stereo not drawn) | 0 | i
COc1ccccc1NC(=O)CCN1C(=O)C2CC=CCC2C1=O (stereo not drawn) | 0.67 | i
CCOc1ccccc1CNC(=O)C1CCN(c2nnc(C)c3c(C)n(-c4ccc(C)cc4)nc23)CC1 | -0.54 | i
Cc1cc(N2C(=O)C(=O)/C(=C(/O)c3ccc(F)cc3)C2c2ccc(F)cc2)no1 (stereo not drawn) | -0.24 | i
O=C(NC1CCCCC1)c1ccc(S(=O)(=O)N2CCCCC2)cc1 | -1 | i
O=C(Nc1ccc(CSc2ccccc2)cc1)c1ccccc1 | -0.19 | i
O=C(COC(=O)c1ccc(-c2cnc3ccccc3n2)cc1)c1ccccc1 | -3.3 | i

More compounds
SMILES | Kir21 inh | KCNQ2 block
CCOc1ccc(NC(=O)Nc2ccccc2SC)cc1 | -0.61 | i
Cc1ccsc1/C=N/NC(=O)c1cccc(S(=O)(=O)Nc2ccccc2Cl)c1 | 0.65 | i
CC(C)(C)OC(=O)NCCCC1=CC2=CC(=O)C(C)(OC(=O)c3ccc(Cl)nc3)C(=O)C2=CO1 (stereo not drawn) | -0.02 | i
COc1ccc(NC(=O)c2ccc(CNc3c(NC4CCCCC4)c(=O)c3=O)cc2)cc1OC | -0.52 | i
COc1ccc(-c2nnc(SCC(=O)c3cccs3)o2)c(OC)c1 | 0.51 | i
Cc1ccc(-c2noc(CNS(=O)(=O)c3ccccc3)n2)cc1 | 1.4 | i
O=C(CCn1c(=O)[nH]c2ccsc2c1=O)N1CCN(Cc2ccc3c(c2)OCO3)CC1 | 0.92 | i
COc1ccc(S(=O)(=O)N2CCN(C(=O)c3ccc([N+](=O)[O-])o3)CC2)cc1 | -2.1 | i
Cc1cccc(N2CCN(C(=O)Cn3sc4nc(C)cc(C)c4c3=O)CC2C)c1 (stereo not drawn) | -2.1 | i
COc1ccccc1OCC(=O)NCc1ccco1 | -0.04 | i
CCOc1ccc(N2C(=O)c3ccc(C(=O)OCC(=O)N(CC)C4CCS(=O)(=O)C4)cc3C2=O)cc1 (stereo not drawn) | 1.2 | i
CNC(=S)N(CCc1c(C)[nH]c2ccc(OC)cc12)Cc1cc(OC)c(OC)c(OC)c1 | 0.53 | i
CC(C)C1Cc2c(sc3ncnc(NN)c23)CO1 (stereo not drawn) | 0.07 | i
CCC(c1nnc(SCC(=O)Nc2cccc(S(N)(=O)=O)c2)n1Cc1ccccc1)N(C)C (stereo not drawn) | 0.76 | i
C=CCNC(=O)C(=O)NCC1CCCN1CC (stereo not drawn) | -0.28 | i
O=C(OCC(=O)c1c[nH]c2ccccc12)C1=COCCO1 | 0.07 | i
CCOC(=O)N1CCC(NCCNC(=O)c2cccs2)CC1 | 0.02 | i
COc1cc(O)cc(O)c1C(=O)/C=C/c1ccccc1 | 0.18 | i
O=C(NCc1ccco1)c1cccnc1-c1nc2ccccc2s1 | -1.1 | i
Cc1cccc(OCCCCCn2ccnc2)c1C | -1.3 | i
CC(=O)Nc1ccc(NC(=O)CSc2nc3nc(C)cc(C)c3c(=O)[nH]2)cc1 | -0.52 | i
Cc1cccc(CCNS(=O)(=O)c2ccc3c(c2)NC(=O)CO3)c1 | 1.4 | i
O=C(CSc1nnc(COc2ccccc2F)n1-c1ccccc1)NC1CCS(=O)(=O)C1 (stereo not drawn) | 1.1 | i
CCOC(=O)C(=O)NCC(c1cccs1)S(=O)(=O)c1ccc(F)cc1 (stereo not drawn) | 0.24 | i
Cc1oc(-c2ccc(Cl)cc2)nc1CN1CCC(C(=O)N2CCc3ccccc3C2)CC1 | -1.8 | i
